High-throughput results as filed in PubChem BioAssay.
BAP1 block: inhibitors of human BAP1 deubiquitinase. AID 436. hit rate 0.48% among 72,000. recombinant BAP1, Ub-AMC hydrolysis fluorescence kinetic; active compounds read low. activity remaining (% of control), % at 20 µM. Q92560;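 active = activity remaining at or below 50% of control, provided the compound also passes the data quality filters; inactive = the rest, including low values that fail the filters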;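 also: 100% = DMSO wells rate and 0% = substrate alone blank rate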
Target sequence (Q92560 whole entry, looked up): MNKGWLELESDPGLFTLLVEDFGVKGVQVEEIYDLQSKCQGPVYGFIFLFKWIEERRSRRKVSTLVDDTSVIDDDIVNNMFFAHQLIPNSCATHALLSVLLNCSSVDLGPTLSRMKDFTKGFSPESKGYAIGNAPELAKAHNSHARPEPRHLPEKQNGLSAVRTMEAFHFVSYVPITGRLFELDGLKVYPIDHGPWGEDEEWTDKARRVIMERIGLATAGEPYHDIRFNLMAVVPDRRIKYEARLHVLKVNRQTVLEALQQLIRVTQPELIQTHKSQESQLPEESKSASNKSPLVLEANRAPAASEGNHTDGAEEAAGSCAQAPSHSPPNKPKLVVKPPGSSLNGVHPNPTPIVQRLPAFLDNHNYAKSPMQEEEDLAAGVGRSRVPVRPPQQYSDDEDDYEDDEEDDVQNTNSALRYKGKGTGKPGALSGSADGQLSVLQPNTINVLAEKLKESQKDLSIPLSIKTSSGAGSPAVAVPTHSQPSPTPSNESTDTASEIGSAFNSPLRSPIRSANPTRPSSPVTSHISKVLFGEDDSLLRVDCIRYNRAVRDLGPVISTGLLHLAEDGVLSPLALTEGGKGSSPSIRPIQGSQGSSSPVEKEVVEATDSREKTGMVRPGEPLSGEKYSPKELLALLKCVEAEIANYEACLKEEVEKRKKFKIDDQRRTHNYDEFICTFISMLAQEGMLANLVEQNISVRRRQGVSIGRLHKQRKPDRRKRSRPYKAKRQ
HePTP inhibitor: blocks human HePTP tyrosine phosphatase; recombinant HePTP phosphatase activity, OD absorbance; inhibition, % at 20 µM; hit rate 0.64% among 110,000; AID 521; in the data active = inhibition above about 50%;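 also: plate controls were vehicle for no effect and reference inhibitor for full effect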
Target sequence (P35236 whole entry, looked up): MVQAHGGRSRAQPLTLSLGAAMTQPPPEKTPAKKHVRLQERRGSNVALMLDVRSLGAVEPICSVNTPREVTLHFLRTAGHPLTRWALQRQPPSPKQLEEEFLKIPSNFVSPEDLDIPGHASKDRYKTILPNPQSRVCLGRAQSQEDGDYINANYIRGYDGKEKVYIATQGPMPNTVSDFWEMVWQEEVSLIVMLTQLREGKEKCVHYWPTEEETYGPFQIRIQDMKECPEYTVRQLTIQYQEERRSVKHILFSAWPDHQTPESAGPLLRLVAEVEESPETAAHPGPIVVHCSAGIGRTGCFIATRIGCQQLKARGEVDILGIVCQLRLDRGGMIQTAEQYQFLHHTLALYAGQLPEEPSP
Numbers without * were called inactive; nt = not tested or not shown; & = joins results of further samples. An unsorted share of the library. About 0.83% of those tested had a hit in this group.

BAP1 block	HePTP inhibitor	molecule
nt	-4	COc1ccc(-c2cc(-c3ccc(OC)c(OC)c3)n[nH]2)c(O)c1
88	5	Cc1ccc(CNS(=O)(=O)c2ccc(C(C)(C)C)cc2)n1C
nt	6	Cc1c(O)ccc2c3c(c(=O)oc12)CCC(C)C3 (stereo not drawn)
91	3	C=CCN(C(=O)CCC(=O)O)C1CC(=O)N(c2ccc(OCCC)cc2)C1=O (stereo not drawn)
nt	8	O=C(Nc1nccs1)c1cc(-c2ccc(Cl)s2)nc2ccccc12
nt	8	COc1cccc(/C=C2\SC(=S)N(Cc3ccccc3)C2=O)c1O
97	-7	Cn1c(=O)[nH]c(=O)c2c1nc(Br)n2Cc1ccccc1Cl
nt	5	COc1ccc(Cl)cc1NC(=O)C1=C(C)NC(=S)NC1c1ccccc1Br (stereo not drawn)
nt	0	Cc1ccc(-n2c(C)cc(/C=N/NC(=O)c3ccncc3)c2C)c(C)c1
73	nt	NS(=O)(=O)c1cccc2c1c([N+](=O)[O-])cc1nc(O)c(O)nc12

Individual results from the list.
Value for Cc1ccc(-n2c(C)cc(/C=N/NC(=O)c3ccncc3)c2C)c(C)c1 under HePTP inhibitor: 0
Value for O=C(Nc1nccs1)c1cc(-c2ccc(Cl)s2)nc2ccccc12 under HePTP inhibitor: 8
Value for COc1ccc(Cl)cc1NC(=O)C1=C(C)NC(=S)NC1c1ccccc1Br (stereo not drawn) under HePTP inhibitor: 5
Value for C=CCN(C(=O)CCC(=O)O)C1CC(=O)N(c2ccc(OCCC)cc2)C1=O (stereo not drawn) under BAP1 block: 91
Value for Cc1ccc(CNS(=O)(=O)c2ccc(C(C)(C)C)cc2)n1C under BAP1 block: 88

New compounds follow
BAP1 block	HePTP inhibitor	molecule
79	9	CCC(C)OC(=O)C1=C(C)NC2=C(C(=O)C(C(=O)OC)C(C)C2)C1c1ccc(N(C)C)cc1 (stereo not drawn)
nt	3	COCCOC(=O)c1ccc(NC(=O)COc2cc(C)ccc2C(C)C)cc1
123	6	COc1cccc(-c2cc(C(=O)Nc3c(C)nn(Cc4ccccc4C)c3C)no2)c1
nt	-2	O=[N+]([O-])c1ccccc1-c1ccc(/C=C/c2ccc3ccccc3n2)o1
nt	-2	c1coc(C2Nc3ccccc3-c3nc4ccccc4n32)c1 (stereo not drawn)
nt	-4	Cn1c(O)c(N=NS(=O)(=O)c2ccccc2)c2ccccc21
nt	3	O=C(CCCC(=O)Nc1nc2ccccc2s1)Nc1nc2ccccc2s1
53	-12	CCOc1ccc(OCC)c(NC(=O)CC2Oc3ccc(C)cc3NC2=O)c1 (stereo not drawn)
nt	9	O=C1CS/C(=N\N=C\c2cccc(Br)c2)N1
nt	-9	S=C(c1ccc(-c2cccc(Cl)c2Cl)o1)N1CCN(c2ccccc2)CC1
nt	3	C=CCn1c(SC/C=C/c2ccccc2)nnc1-c1sc(N)nc1C
nt	-12	COc1ccc(C(=O)CSc2nc(C)cc(C)n2)cc1[N+](=O)[O-]
nt	-3	O=C1/C(=C/C=C/c2ccccc2)SC(=S)N1Cc1ccco1
nt	2	O=C(Nc1ccc(S(=O)(=O)Nc2ncccn2)cc1)c1cncc(Br)c1
nt	-1	CC(=O)Nc1cc(-c2ccc(F)cc2)[nH]n1
109	-4	c1ccc2c(c1)oc1c(NCc3ccc4c(c3)OCO4)ncnc12
102	7	Cn1nnnc1SCC(=O)NCc1cccc(C(=O)O)c1
96	nt	Cc1ccc(C=Nc2cccc3ccccc23)cc1
nt	11	Cc1ccc2cc(C3=C/C(=C/c4ccc([N+](=O)[O-])o4)C(=O)O3)ccc2c1
100	17	COc1ccccc1NC(=O)C1CCCCC1
nt	-2	CCc1ccc(OCC(=O)OC2CCS(=O)(=O)C2)cc1 (stereo not drawn)
108	5	Cc1cc(C)n(-c2ccc(-n3ccnc3)nn2)n1
nt	1	COC(=O)c1ccc(/C=N/NC(=O)CC2=NNC(=O)C2)cc1
74	-5	CC(=O)Nc1nc2n(n1)C(c1ccc(F)cc1)C=C(c1ccccc1)N2 (stereo not drawn)
82	-13	CCn1c(SCC(=O)N2CCCc3ccccc32)nc2c(c1=O)SC(C)C2 (stereo not drawn)
93	9	FC(F)(F)COc1nc(N2CCCCC2)nc(N2CCNCC2)n1
92	-6	COc1ccc(C(=S)N2CCN(C)CC2)cc1Br
nt	1	O=C(NN1C(=O)c2ccccc2C1=O)c1ccc2c(c1)C(=O)N(c1ccc(Sc3ccc([N+](=O)[O-])cc3)cc1)C2=O
nt	-9	C=CCC1(C#N)C(=S)NC2=C(C(=O)CC(C)(C)C2)C1C (stereo not drawn)
nt	6	CCCCOC(=O)Nc1ccc(N2CCCCC2)cc1

Some of the entries so far, field by field.
SMILES: CCn1c(SCC(=O)N2CCCc3ccccc32)nc2c(c1=O)SC(C)C2 (stereo not drawn)
  BAP1 block: 82
  HePTP inhibitor: -13

SMILES: FC(F)(F)COc1nc(N2CCCCC2)nc(N2CCNCC2)n1
  BAP1 block: 93
  HePTP inhibitor: 9

Next compounds follow.
BAP1 block	HePTP inhibitor	molecule
nt	-8	CCOC(=O)c1[nH]c(=O)[nH]c1CSC1=NC(=O)C(c2ccccc2)C(=O)N1 (stereo not drawn)
nt	2	CCOc1cc(/C=C2\SC(=S)NC2=O)ccc1OC(C)=O
nt	2	COc1ccc(Cn2c(C)ccc2C)cc1
91	11	Cn1c(N2CCCC2)nc2c1c(=O)n(Cc1ccc(F)cc1)c(=O)n2C
nt	-8	CC1(C)Cc2nc(N)c(C(=O)NCCO)cc2CO1
nt	5	COc1ccccc1N(CC(=O)Nc1c(C)cccc1C)S(=O)(=O)c1ccccc1
90	14	CCCn1c(SCC(=O)NC(=O)NCc2ccco2)n[nH]c1=O
nt	5	Cc1ccccc1C(=O)Nc1cccc(NC(=O)c2ccc(-c3ccc(Br)cc3)o2)c1
89	nt	CCCCCCc1nnc(N)s1
nt	6	COc1cc(OC)cc(C(=O)Nc2ccc(Br)c(C)c2)c1
nt	-5	C=CCN1C(=O)c2ccccc2C1(O)c1ccc(F)cc1 (stereo not drawn)
nt	-25	CS(=O)(=O)N(CC(=O)Nc1ccc(Oc2ccccc2)cc1)c1ccccc1
167	nt	O=C(CN1CCOCC1)N1N=C(c2ccc(Br)cc2)CC1c1nc2ccccc2[nH]1 (stereo not drawn)
nt	8	Cn1c2ccccc2c2c(C(=O)NCC3CCCO3)cn(C3CCCC3)c(=O)c21 (stereo not drawn)
92	-8	CC1CCCN(C(=O)C23CCC(C)(C(=O)C2)C3(C)C)C1 (stereo not drawn)
80	0	COc1ccccc1-c1cc(C(=O)Nc2ccccc2SC)no1
nt	2	Cc1ccccc1NC(=O)c1ccco1
131	nt	O=C(O)CNc1ncnc2c1oc1ccccc12
94	0	O=C(NC1CCCCC1)N1CCSC1=Nc1ccccc1
nt	-12	CCOC(=O)c1c(NC(=O)CSc2nnc(C)c(=O)[nH]2)sc2c1CCCC2

Of the compounds above, these contain a Cl atom:
BAP1 block	HePTP inhibitor	molecule
nt	8	O=C(Nc1nccs1)c1cc(-c2ccc(Cl)s2)nc2ccccc12
97	-7	Cn1c(=O)[nH]c(=O)c2c1nc(Br)n2Cc1ccccc1Cl
nt	5	COc1ccc(Cl)cc1NC(=O)C1=C(C)NC(=S)NC1c1ccccc1Br (stereo not drawn)
nt	-9	S=C(c1ccc(-c2cccc(Cl)c2Cl)o1)N1CCN(c2ccccc2)CC1

Following part.
BAP1 block	HePTP inhibitor	molecule
nt	5	O=C(CCNC(=O)OCc1ccccc1)Oc1cc2oc(=O)cc(-c3ccccc3)c2cc1Cl
73	6	C=CCn1c(O)c(C2=c3ccccc3=NC2=O)s/c1=N/c1nccs1
93	8	CCc1nc2oc3ccccc3c(=O)c2c(=O)n1-c1ccccc1
nt	-2	COC(=O)c1c(N)sc(C)c1-c1ccc(Cl)cc1Cl
71	8	COc1ccc(NC(=O)Cn2nnc(-c3ccccc3NC(=O)C3CC3)n2)cc1
75	-11	CC(CCc1ccco1)NC(=O)CSc1cc(=O)n(C)c2ccccc12 (stereo not drawn)
nt	-4	O=C(c1nc2nc(-c3ccccc3)cc(C(F)(F)F)n2n1)N1CCN(Cc2ccccc2)CC1
95	6	COc1ccc(N2C(=O)CC(c3ccc(OC(C)C)cc3)C2=O)cc1 (stereo not drawn)
nt	8	COc1ccc(Cc2c(O)nc(SC)n(-c3ccccc3)c2=O)cc1
85	-1	CCOC(=O)CSC1=C(C#N)C(c2ccccc2F)C(C(C)=O)=C(C)N1 (stereo not drawn)
nt	7	COc1ccc2c(c1)-c1c(ssc1=S)C(C)(C)N2C(=O)CSc1nc(C)cc(C)n1
78	12	O=C(Nc1ccc(N2CCCC2=O)cc1)c1cccc(F)c1
92	2	CCOc1cc(NC(=O)C2CC2)c(OCC)cc1NC(=O)c1cccnc1
nt	7	Cc1cc2oc(=O)cc(CN3CCc4ccccc43)c2cc1Cl
nt	-17	O=S(=O)(N/N=C/c1ccc(O)cc1)c1ccc(Cl)cc1
95	8	O=C(CN1C(=O)C2CCCN2C(=O)c2ccccc21)Nc1ccccc1-n1cccc1 (stereo not drawn)
nt	0	Cc1ccc(NC(=O)C(=O)NCc2ccccc2Cl)c(C)c1
94	nt	S=C(S)OC1CC2CC1C1CCCC21 (stereo not drawn)
nt	4	CCOC(=O)Cc1csc(NC(=O)c2ccc(N3CCOCC3)c([N+](=O)[O-])c2)n1
nt	-10	O=[N+]([O-])c1cccc(N=Cc2nc(-c3ccccc3)oc2O)c1
nt	-9	COCCn1nnnc1CN(Cc1cc2cc(OC)c(OC)cc2[nH]c1=O)C1CCCC1
96	8	Cc1cccc(CC(=O)Nc2cc(=O)n(C)c(=O)n2C)c1
nt	71*	O=C(O)CCCCCCCCCCN1C(=O)/C(=C/c2ccc(Br)cc2)SC1=S
nt	8	COc1ccc(C2/C(=C(/O)c3ccccc3)C(=O)C(=O)N2CC2CCCO2)cc1 (stereo not drawn)
98	7	c1coc(CNc2nc(-c3ccncc3)cs2)c1
63	-6	CCc1noc(C)c1C(=O)N1CCOCC1
nt	-2	Cc1ccc(N2C(=O)NC(=O)/C(=C/c3ccc(C)c([N+](=O)[O-])c3)C2=O)cc1
109	0&-1	COc1ccc(C2CC(C(F)(F)F)n3nc(C(=O)NCCN4CCOCC4)cc3N2)cc1 (stereo not drawn)
97	-11	CCNc1oc(COc2cccc(C)c2)nc1C#N
94	-10	O=C(NCc1cccs1)C1CCCN(S(=O)(=O)c2cnc[nH]2)C1 (stereo not drawn)
113	5	CCOC(=O)C1C(=O)Nc2nc(C)nn2C1c1ccccc1 (stereo not drawn)
107	7	Cc1cc(C)c(C#N)c(SCC(=O)Nc2ccccc2C(N)=O)n1
nt	-5	C(=N/N1CCN(c2ccccc2)CC1)/c1ccncc1
88	-2	CCOC(=O)c1cccc(NC(=O)CSc2nnc(COc3ccccc3)n2CC)c1
77	5	COc1ccc(N2CCN(c3nc(=S)n(-c4ccccc4)c(C)c3C(C)=O)CC2)cc1
nt	-1	CN1C(=O)/C(=C2\SC(=S)N(C3CCCCC3)C2=O)c2ccccc21
88	nt	CC1CN(Cc2nc3c(c(=O)[nH]c(=O)n3C)n2CCCc2ccccc2)CC(C)O1 (stereo not drawn)
112	6	Cc1cc2nnc(SC(C)C#N)n2c2ccccc12 (stereo not drawn)
103	9	CCn1c(NC(=O)c2cccs2)c(-c2cccs2)c(=O)c2ccccc21
84	-4	CCOC(=O)N1CCC(N(CCOC)C(=O)Nc2ccc(Cl)c(Cl)c2)CC1
nt	4	C#CCOc1ccc(C2C(C(=O)OC)=C(C)NC3=C2C(=O)c2ccccc23)cc1 (stereo not drawn)
77	6	COc1ccc2nc(N3CCCC3)[nH]c2c1
92	2	CCc1ccccc1N1C(=O)C2CC(C)=C(C)CC2C1=O (stereo not drawn)
102	5	COc1ccc(C)cc1NC(=O)c1ccc(N(C)S(C)(=O)=O)cc1
104	10	COc1ccc(NC(=O)C2CCN(S(=O)(=O)c3ccc(OC)c(OC)c3)CC2)c(OC)c1
nt	-1	O=C(Nc1ccc(S(=O)(=O)N2CCCCCC2)cc1)c1cccc([N+](=O)[O-])c1
nt	12	O=C(Nc1ccc(N2CCOCC2)cc1)c1ccc(-c2cccc(Cl)c2)o1
nt	-3	Cc1cccc(N2CC(=O)N/C2=N\c2nc(C)cc(C)n2)c1
80	-16	CC12CC3(C)CC(C)(C1)CC(C(=O)NCCO)(C2)C3
nt	1	S=C(NC1CCCCC1)NC(c1ccccc1)(c1ccccc1)c1ccccc1

Next section:
BAP1 block	HePTP inhibitor	molecule
97	3	O=C(CCCCC(=O)N1CCN(c2ccccc2)CC1)N1CCN(c2ccccc2)CC1
nt	-2	O=C(Nc1cccc(NC(=O)c2cccc(Cl)c2)c1)c1ccc([N+](=O)[O-])cc1
100	-4	Cc1cc(C)nc(SCC(=O)Nc2cc(C)on2)n1
nt	-2	CC(=O)Oc1ccc(Cl)cc1N1C(=O)c2ccc([N+](=O)[O-])cc2C1=O
nt	2	CCOc1ccc(-c2cc(C(=O)NCCCN3CCN(CC)CC3)c3ccccc3n2)cc1
100	10	COC(=O)c1sc(NC(=O)COc2ccccc2)nc1C
nt	0	COc1ccc(CCNC(=O)C(=O)NCc2ccco2)cc1
92	5	CC(Oc1ccc(C(=O)NC2CCCCC2)cc1)C(=O)O (stereo not drawn)
nt	4	CC(C)NC(=O)c1ccc(I)cc1

4 entries already listed, sorted by count of non-hydrogen atoms, rising.
BAP1 block	HePTP inhibitor	molecule
100	-4	Cc1cc(C)nc(SCC(=O)Nc2cc(C)on2)n1
nt	0	COc1ccc(CCNC(=O)C(=O)NCc2ccco2)cc1
nt	-2	O=C(Nc1cccc(NC(=O)c2cccc(Cl)c2)c1)c1ccc([N+](=O)[O-])cc1
97	3	O=C(CCCCC(=O)N1CCN(c2ccccc2)CC1)N1CCN(c2ccccc2)CC1
